GPR55 beta-arrestin: GPR55 agonists via beta-arrestin recruitment, primary screen, imaging, U2OS cells, beta-arrestin-GFP redistribution (AID 1961); U2OS GPR55 beta-arrestin-GFP redistribution imaging; higher % means a stronger effect; 290,000 compounds, 0.048% hits; activation, % at 10 µM, or EC50 in µM where a hit was titrated;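 active means activation above 40% with more than 50 cells counted in the well; inconclusive means wells holding fewer than 50 cells, flagged as toxic or sparse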;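 further: U2OS osteosarcoma cells stably expressing GPR55 and beta-arrestin-GFP; plate controls were DMSO negative control for no effect and LPI positive control for full effect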
GPR55 antagonists: inhibition of LPI-stimulated GPR55 beta-arrestin translocation – imaging, U2OS, beta-arrestin-GFP, LPI agonist, primary screen (AID 2013) | U2OS GPR55 beta-arrestin-GFP translocation imaging, LPI antagonism; higher % means a stronger effect | 290,000 compounds, 0.13% hits | inhibition, % at 10 µM; hits with a dose series show IC50 in µM;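 active means spots per cell inhibited over 60%, with over 100 cells counted and total cytoplasm intensity under 500,000; inconclusive means wells with under 100 cells, flagged as likely toxic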;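 further: U2OS cells stably carrying GPR55 and arrestin-GFP stimulated by 5 µM LPI near EC80; imaged beta-arrestin-GFP aggregate spots per cell after agonist stimulation; plate controls were LPI-stimulated DMSO wells for no effect and DMSO wells without LPI for full effect; some results filed as inactive read as strong as hits; confirmed hits need IC50 under 10 µM and bright autofluorescent wells are also inconclusive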
Siah-1 displacement: blockers of Siah-1 interaction with plectin peptide – biochemical, fluorescence polarization, rhodamine-plectin, uHTS, primary screen (AID 1817); Siah-1 / rhodamine-plectin peptide fluorescence polarization; higher % means a stronger effect; displacement, % at 20 µM, or IC50 in µM where a hit was titrated; 290,000 compounds, 0.02% hits;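 active means displacement of at least 50% at 20 µM, with a fluorescence ratio check between 0.3 and a set limit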;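 further: plate controls were Siah plus tracer with DMSO for no effect and tracer alone without Siah for full effect; strong numbers were not always called active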
UTI89 phage lysis: inhibition of K1F phage lysis, E. coli UTI89, bacterial capsule biogenesis inhibitors, alamar blue (AID 488966); E. coli UTI89 K1F phage lysis, alamar blue, 2 h; higher % means a stronger effect; inhibition, % at 100 µM; hits with a dose series show IC50 in µM; 340,000 compounds, 0.02% hits;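 active means phage lysis inhibition, versus mean bacterial control, above a set limit; inconclusive means no clear call, values can overlap the other calls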;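 further: capsule biogenesis inhibitors block K1F phage lysis so surviving cells raise fluorescence; higher fluorescence means more inhibition of phage lysis; actives were called in the ten point dose series up to 300 µM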
GPR35 arrestin U2OS: inhibition of zaprinast-stimulated GPR35 beta-arrestin translocation – imaging, U2OS, beta-arrestin-GFP, zaprinast agonist, primary screen (AID 2058); U2OS GPR35 beta-arrestin-GFP translocation imaging, zaprinast antagonism; higher % means a stronger effect; one-dose inhibition, % at 10 µM; IC50 in µM for titrated hits; 290,000 compounds, 0.052% hits;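 active means inhibition of at least 50% with at least 30 cells and total cytoplasm GFP at most 10,000,000; inconclusive means under 30 cells or total GFP of 10,000,000 plus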
AID2073: inhibitors of Mint1-CaV2.2 protein interaction, biochemical, HTRF (AID 2073); HTRF protein-protein interaction, Mint1-CaV2.2; higher % means a stronger effect; inhibition, % at 20 µM; hits with a dose series show IC50 in µM; 290,000 compounds, 0.19% hits; in the data active means inhibition mostly above about 51%, no sharp cut-off; inconclusive means no clear call, values can overlap the other calls; inactive means mostly below about 53%; further: some results filed as inactive read as strong as hits
HIV fusion peptide: cell-free HIV fusion peptide-binding blockers – biochemical, uHTS, fluorescence dequenching, primary screen (AID 1986). cell-free peptide binding, fluorescence dequenching, 30 min; higher % means a stronger effect. inhibition, % at 20 µM; hits with a dose series show IC50 in µM. 290,000 compounds, 0.3% hits; in the data active means inhibition mostly above about 52%, no sharp cut-off; inactive means mostly below about 76%; further: some results filed as inactive read as strong as hits
NTR1 ag: NTR1-driven beta-arrestin-GFP spot formation – imaging, U2OS cells, high content, primary screen (AID 493036); agonist mode; 330,000 compounds, 0.17% hits; activation, % at 20 µM;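 active means activation at or above 40% of the spot to cytoplasm intensity ratio, with at least 20 cells analyzed; inconclusive means wells under 20 cells, flagged as cytotoxic or low count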;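 further: 0% = DMSO without peptide and 100% = 100 nM NTR1 peptide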
Target sequence (P30989 whole entry, looked up): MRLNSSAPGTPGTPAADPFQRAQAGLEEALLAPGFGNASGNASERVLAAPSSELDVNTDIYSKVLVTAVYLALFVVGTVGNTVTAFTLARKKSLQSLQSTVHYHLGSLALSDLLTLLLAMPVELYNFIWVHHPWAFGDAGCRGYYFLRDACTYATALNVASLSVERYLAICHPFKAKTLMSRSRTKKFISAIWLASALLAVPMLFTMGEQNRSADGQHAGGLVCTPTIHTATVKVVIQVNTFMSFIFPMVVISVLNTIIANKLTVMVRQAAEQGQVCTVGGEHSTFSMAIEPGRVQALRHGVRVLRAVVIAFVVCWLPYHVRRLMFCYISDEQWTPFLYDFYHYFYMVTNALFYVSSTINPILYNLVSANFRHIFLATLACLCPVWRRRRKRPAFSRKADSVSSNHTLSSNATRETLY
NS5 inhibitors: flavivirus cap methylation enzyme inhibition – biochemical, confirmation dose response, primary screen (AID 588689); one-dose inhibition, % at 25 µM; IC50 in µM for titrated hits; Dengue-2 NS5 methyltransferase capping enzyme assay, biochemical; higher % means a stronger effect; 340,000 compounds, 0.3% hits; in the data active means a potency from the dose series; inconclusive means inhibition above about 29% without an active follow-up result
NTR1 ag cell count 20 µM: recorded beside NTR1 ag, whose call it bears; cell count; measured here: cell count, cytotoxicity flag
NS5 inhibitors pilot replicate: also measured in NS5 inhibitors; calls as there; inhibition, %; measured here: pilot screen replicate inhibition
Numbers without * were called inactive; ? = inconclusive; . = not tested or not shown; [ ] = another dose, or the depositor's remark.

SMILES	GPR55 beta-arrestin	GPR55 antagonists	Siah-1 displacement	UTI89 phage lysis	GPR35 arrestin U2OS	AID2073	HIV fusion peptide	NTR1 ag	NTR1 ag cell count 20 µM	NS5 inhibitors	others
CCc1ccc2[nH]c(=O)c(C3C(C#N)=C(N)Oc4c3ccc3cccnc43)cc2c1 (stereo unspecified)	-0.1%	8.3%	1.8%	0.0%	-6.4%	0.7%	1.2%	7.0	76	4.8%
O=C(Cc1n[nH]c(=O)c2ccccc12)N1CCN(c2ccc(F)cc2)CC1	-0.5%	-9.9%	3.1%	0.1%	1.0%	-1.1%	-1.3%	-0.7	45	0.7%
CNc1nc(-c2ccc3c(c2)CCN3C(=O)c2ccccc2C)cs1	0.3%	8.7%	18.9%	1.0%	4.5%	19.9%	1.4%	-0.3	44	14.7%
CCCc1nc2ccccc2c(C(=O)OCC(=O)Nc2c(C)n(C)n(-c3ccccc3)c2=O)c1CC	-0.1%	8.9%	-4.2%	1.8%	-1.5%	0.7%	0.0%	-0.5	66	-3.6%
O=C(NC1CCCCC1)C1c2ccccc2C(=O)N1Cc1ccc2c(c1)OCO2 (stereo unspecified)	0.2%	1.2%	-0.1%	0.3%	-13.0%	5.2%	0.3%	-1.2	53	-8.3%
O=C(O)Cn1c(Cc2ccccc2)nc2ccccc21	-0.1%	5.1%	-3.1%	0.8%	-7.1%	7.6%	2.1%	0.8	53	-7.2%
CCCOc1cccc(C(=O)Nc2ccc(Br)cc2F)c1	-0.2%	2.9%	3.5%	0.3%	-3.2%	11.5%	0.3%	1.4	33	-9.1%
O=C(Nc1ccc(Cc2ccc(NC(=O)N3CCOCC3)cc2)cc1)N1CCOCC1	-0.1%	3.6%	1.9%	1.2%	4.0%	3.3%	-0.8%	-0.1	85	-1.6%
Cc1cc(CN(C)C(=O)CC2C(=O)NCCN2Cc2ccc(F)c(F)c2)on1 (stereo unspecified)	-0.1%	8.8%	-1.1%	0.2%	-4.0%	-13.2%	-0.6%	-0.6	43	-2.3%
O=C1CCC/C(=N/NC(=O)c2ccc(NS(=O)(=O)c3cccs3)cc2)C1	-0.5%	4.1%	17.0%	0.9%	1.5%	2.2%	5.0%	0.5	73	-18.2%
COc1ccc(NC(=O)Cn2nc(Cc3cccnc3)c3ccccc3c2=O)cc1OC	1.0%	-13.5%	0.9%	3.4%	7.1%	3.8%	-0.8%	-1.7	91	-3.4%
O=C(CC1C(=O)NCCN1C(=O)Nc1ccc(F)cc1F)Nc1ccc(F)cc1 (stereo unspecified)	-0.2%	-0.7%	-1.1%	0.8%	-3.6%	23.8%	0.5%	0.3	47	-5.4%
COCCNC(=O)C(Cc1c[nH]c2ccccc12)NC(=O)OCc1ccccc1 (stereo unspecified)	-0.1%	10.9%	0.0%	-0.3%	-10.8%	10.3%	0.5%	0.8	56	-11.9%
CC(C)(C)NC(=O)CN(Cc1cccs1)C(=O)C1COc2ccccc2O1 (stereo unspecified)	0.0%	-1.7%	-1.5%	0.3%	-9.3%	-6.0%	-0.9%	-0.4	78	-10.2%	NS5 inhibitors pilot replicate=4.7
Cc1ccccc1-n1ncc(C(C)NS(=O)(=O)c2sccc2C)c1C (stereo unspecified)	-0.1%	0.2%	1.2%	-0.1%	-8.8%	5.9%	-1.8%	1.3	59	-5.8%
Cc1nc(NC(=S)NC(=O)c2cncc(Br)c2)ccc1Br	-0.1%	-1.8%	-7.0%	1.8%	-0.4%	-11.1%	-1.6%	3.0	58	-1.6%
COc1cccc(CSc2nnc(-c3ccco3)n2C)c1	0.5%	-21.5%	-2.3%	0.5%	4.2%	5.6%	24.5%	0.1	85	6.4%
O=C(Nc1c(C(=O)N2CCOCC2)cnn1-c1ccccc1Cl)c1ccco1	-0.2%	14.5%	0.2%	3.4%	1.0%	0.2%	0.9%	0.2	63	-4.0%
COc1ccc(-c2csc(C3=C(O)CN(Cc4ccc(Cl)cc4)C3=N)n2)cc1OC	0.0%	20.9%	3.9%	4.9%	-5.4%	30.5%	4.9%	7.2	64	-10.4%
Cc1ccccc1CCN(CC(=O)NCc1ccc(F)cc1)C(=O)c1csnn1	1.5%	10.3%	4.2%	-0.2%	-8.5%	14.3%	1.4%	-1.5	53	-8.3%
CCOc1ccc(S(=O)(=O)NC(C)(C)C)cc1-c1nc2c(C(C)(C)C)nn(C)c2c(=O)[nH]1	0.2%	6.6%	0.2%	1.9%	-18.7%	-1.7%	0.8%	18.4	50	-2.7%
O=C(Nc1ccccc1)c1ccccc1OS(=O)(=O)c1ccccc1	0.4%	.	3.9%	-0.1%	8.4%	15.1%	-1.0%	0.8	67	-0.4%
COC(=O)c1nnn(-c2nonc2N)c1CN1CCCC1	0.0%	-4.7%	0.4%	-0.1%	2.1%	-0.6%	0.5%	-0.5	81	-1.3%
COc1ccc(N2C(=O)CC(NCc3ccncc3)C2=O)cc1 (stereo unspecified)	-0.2%	11.2%	-5.5%	-1.2%	4.3%	4.0%	4.8%	-1.7	60	-4.0%
O=C(/C=C/c1cccs1)N1CCN(Cc2ccc3c(c2)OCO3)CC1	0.5%	2.1%	-2.6%	3.2%	-7.8%	-4.8%	0.9%	1.9	81	-4.4%
O=C(COC(=O)/C=C/c1ccccc1Cl)NCCNC(=O)COC(=O)/C=C/c1ccccc1Cl	-0.1%	7.3%	1.6%	1.4%[50 µM]	6.2%	4.7%	1.1%	1.0	64	-3.2%
COC(=O)[C@H](CCSC)NC(=O)c1cc2c(cn1)[nH]c1ccccc12	0.5%	6.5%	0.1%	1.0%[50 µM]	3.9%	-9.4%	1.6%	2.6	74	-5.2%
Cc1cccc(C(=O)O/N=C2\CCCc3ccccc32)c1	-0.1%	-0.4%	5.4%	0.4%	2.5%	6.3%	3.2%	7.9	71	-3.5%
CN(C)c1nc(N(C)C)nc(N(C#N)CCOc2ccccc2)n1	0.1%	12.5%	-2.6%	0.9%	3.2%	-11.1%	0.3%	4.1	47	-4.4%
O=C(NCc1ccccc1)c1cc(=O)[nH]c2ccccc12	0.2%	-2.5%	-0.1%	0.0%	18.2%	3.3%	1.6%	1.9	84	-0.7%	NS5 inhibitors pilot replicate=2.7
CN(CCCNC(=O)CSc1cc(=O)n(C)c2cc(Cl)ccc12)Cc1ccccc1	-0.7%	13.1%	2.4%	0.1%	3.4%	15.2%	-0.1%	1.1	76	4.6%
CN(c1ccccc1)S(=O)(=O)c1ccc(NC(=O)C2CCCCC2C(=O)O)cc1 (stereo unspecified)	0.4%	45.5%	1.3%	0.8%	-12.0%	26.7%	4.6%	3.1	40	-3.4%
Cc1cc(NC(=O)/C=C/c2ccc(Br)cc2)no1	-0.2%	-10.1%	14.0%	4.7%	3.8%	15.5%	0.1%	1.2	51	3.3%
CCc1ccc(NC2=NCC(=O)N2Cc2ccc3c(c2)OCO3)cc1	-0.2%	-2.1%	-0.5%	6.4%	13.0%	31.7%	-3.2%	1.2	69	-1.6%
Cc1cc(NC(=O)c2ccco2)c(=O)n(Cc2cccc(C(F)(F)F)c2)c1	-0.2%	19.3%	6.9%	0.3%	-7.2%	2.2%	-1.3%	0.6	40	-0.8%
COC(=O)CSc1nc(N)c(C#N)c(C(C)C)c1C#N	0.4%	16.9%	-6.1%	1.6%	15.3%	1.6%	-2.6%	0.4	83	2.4%
OCCNc1nc(Nc2ccc(O)cc2)nc2ccccc12	0.0%	2.6%	9.0%	0.4%	5.2%	-0.8%	-1.8%	2.5	67	5.8%
COc1ccc(Cc2nc(-c3ccc(Cl)cc3)no2)cc1	0.0%	-0.3%	-2.0%	0.5%	3.0%	9.1%	-1.7%	2.5	69	-5.5%
Cc1ccc(-c2cnn(-c3ccccc3)c2N)cc1	0.0%	3.2%	6.2%	1.0%	2.4%	9.9%	-1.0%	0.4	111	5.2%
Cc1ccc(O)c(-c2cc(C(F)(F)F)[nH]n2)c1	0.2%	-12.8%	-1.0%	-0.8%	4.5%	53.9%	1.3%	7.2	74	-7.5%	NS5 inhibitors pilot replicate=-2.0
Nc1ccc(-n2nnnc2CN2CCOCC2)cc1	0.2%	3.5%	-1.6%	2.7%	5.0%	7.3%	-1.3%	-0.6	38	-5.9%
CC(=O)Nc1ccc(S(=O)(=O)CCC(=O)O)cc1	0.1%	8.8%	5.5%	1.6%	15.6%	0.8%	-0.3%	-0.3	47	-0.7%
CC(Sc1nc(-c2ccccc2)cc(C(F)(F)F)n1)C(=O)Nc1sc2c(c1C(N)=O)CCC2 (stereo unspecified)	-0.4%	0.3%	-3.6%	4.7%	-2.1%	29.6%	5.3%	3.5	51	-6.5%
S=C(Nc1cccc(Cl)c1)Nc1ccc2cn[nH]c2c1	?	-11.7%	17.3%	0.4%	2.4%	-8.9%	6.6%	2.3	62	-5.2%
CC(=O)C1=C(O)C(=O)N(Cc2ccco2)C1c1cccc(F)c1 (stereo unspecified)	0.1%	10.5%	3.3%	0.3%	-1.6%	14.9%	0.7%	-0.4	64	-11.2%
Cc1ccc2c(c1)N(CC(=O)N1CCc3ccccc3C1)C(=O)CO2	-0.1%	-6.6%	-6.2%	-0.2%	1.6%	7.8%	-0.9%	0.4	67	-8.2%
CCOc1ccc(NC(=S)NC(C)C(c2ccccc2)N2CCN(C)CC2)cc1 (stereo unspecified)	-0.5%	23.1%	2.1%	0.1%	-9.2%	-10.1%	-3.5%	1.2	52	0.8%
Cc1ccc(C)c(CN2CCC(n3nccc3NC(=O)CCCc3ccccc3)CC2)c1	0.4%	7.6%	-2.6%	1.6%[50 µM]	-2.7%	-6.9%	-1.2%	0.6	56	-1.3%

3 compounds already listed, sorted by number of heavy atoms, largest number first.
SMILES	GPR55 beta-arrestin	GPR55 antagonists	Siah-1 displacement	UTI89 phage lysis	GPR35 arrestin U2OS	AID2073	HIV fusion peptide	NTR1 ag	NTR1 ag cell count 20 µM	NS5 inhibitors	others
CC(Sc1nc(-c2ccccc2)cc(C(F)(F)F)n1)C(=O)Nc1sc2c(c1C(N)=O)CCC2 (stereo unspecified)	-0.4%	0.3%	-3.6%	4.7%	-2.1%	29.6%	5.3%	3.5	51	-6.5%
Cc1ccc(C)c(CN2CCC(n3nccc3NC(=O)CCCc3ccccc3)CC2)c1	0.4%	7.6%	-2.6%	1.6%[50 µM]	-2.7%	-6.9%	-1.2%	0.6	56	-1.3%
Nc1ccc(-n2nnnc2CN2CCOCC2)cc1	0.2%	3.5%	-1.6%	2.7%	5.0%	7.3%	-1.3%	-0.6	38	-5.9%

Outcome played no part in choosing rows (roughly 1.2% active in at least one column).
